Screening results deposited in PubChem BioAssay by several laboratories.
MOR-DOR ag – agonists of human mu-delta opioid receptor heterodimerization; 0.3% of 340,000 active; activation, % at 9.3 µM; P35372+P41143; cells, OPRM1-OPRD1 heterodimerization, luminescence; in the data active = activation above about 18%;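 also: 0% = vehicle-treated cells and 100% = reference agonist; values of inactives mirror those of a sister screen read the other way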
Target sequence (P35372 whole entry, looked up): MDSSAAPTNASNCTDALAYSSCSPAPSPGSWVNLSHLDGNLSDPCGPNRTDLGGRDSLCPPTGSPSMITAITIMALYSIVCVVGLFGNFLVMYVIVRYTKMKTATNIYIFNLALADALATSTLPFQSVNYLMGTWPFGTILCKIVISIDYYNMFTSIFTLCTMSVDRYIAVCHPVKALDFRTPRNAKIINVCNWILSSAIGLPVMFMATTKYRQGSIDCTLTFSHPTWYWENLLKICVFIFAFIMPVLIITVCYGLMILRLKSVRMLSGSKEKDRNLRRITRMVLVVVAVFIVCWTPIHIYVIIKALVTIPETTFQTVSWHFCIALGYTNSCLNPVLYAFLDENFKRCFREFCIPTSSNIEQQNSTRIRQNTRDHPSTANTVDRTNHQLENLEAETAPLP
Target sequence (P41143 whole entry, looked up): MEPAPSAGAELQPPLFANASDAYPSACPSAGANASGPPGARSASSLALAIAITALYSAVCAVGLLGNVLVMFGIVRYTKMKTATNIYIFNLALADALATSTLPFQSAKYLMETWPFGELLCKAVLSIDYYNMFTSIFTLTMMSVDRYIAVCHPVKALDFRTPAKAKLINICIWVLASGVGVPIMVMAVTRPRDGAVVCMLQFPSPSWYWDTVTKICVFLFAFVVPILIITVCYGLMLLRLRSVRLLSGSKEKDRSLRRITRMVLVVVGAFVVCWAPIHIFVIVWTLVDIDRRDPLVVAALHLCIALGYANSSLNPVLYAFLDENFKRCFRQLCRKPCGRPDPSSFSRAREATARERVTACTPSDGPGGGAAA
cardiac RTF act – cardiac RTF calcium sensitization; P19429+P45379; IANBD-labeled TnC RTF fluorescence at EC20 calcium; 0% EC20 calcium, 100% full calcium; activation, % at 7.2 µM; 0.24% of 340,000 active;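 active = activation above the mean over all tested compounds plus 3 SD, cut at about 30% in these data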;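 also: rise in fluorescence read as greater calcium sensitivity of cardiac thin filaments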
OPRM1-OPRD1 inv – inverse agonists of human mu-delta opioid receptor heterodimerization. 0.21% of 340,000 active. P35372+P41143. inhibition, % at 9.3 µM. cell-based MOR-DOR heterodimer luminescence, inverse agonism. AID 504357; in the data active = inhibition above about 22%, passing the limit was not always enough;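 also: 0% = cells with DMSO and 100% = wells without cells with DMSO; values of inactives mirror those of a sister screen read the other way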
Cardiac RTF inh – cardiac RTF calcium desensitization | P19429+P45379 | IANBD-labeled cardiac RTF, Ca2+ fluorescence | inhibition, % at 7.15 µM | 0.12% of 340,000 active;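 active = inhibition above the mean inhibition of all tested compounds plus 3 SD, cut at about 17% in these data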;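 also: assay run at fixed EC70 calcium of 1.6 mM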
Arrestin-AP2 inh – blocks beta-arrestin peptide binding to AP2 adaptin. inhibition, % at 10 µM. FITC-arrestin peptide / GST-AP2 beads, flow cytometry; AP2 beta2 appendage carries R879A mutation. AID 504490. 0.31% of 340,000 active;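 active = inhibition above a set limit, near 3 SD of compounds lacking own fluorescence, cut at about 54% in these data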;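 also: plate controls were DMSO wells for no effect and 5 µM unlabelled arrestin peptide for full effect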
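Test system: GST-tagged AP2 beta2-adaptin appendage (R879A) on 4 µm glutathione beads; also added: fluorescein-tagged arrestin peptide at 50 nM final; timing: 12 min plus 1 h, RT; signal: flow cytometry, FL1 (488/535 nm); read-out: percent drop in bead-associated FITC signal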
DSG3 Ab inh – blocks pemphigus antibody binding to human desmoglein-3 | DSG3-coupled beads, scFv-anti-DSG3-GFP binding, flow cytometry; active compounds read low | binding (percent of control), % at 10 µM | 0.48% of 310,000 active | AID 588358;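 active = binding more than 3 SD below its plate's average and above zero; inconclusive = below that plate limit but binding exactly zero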;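 also: hits lower antibody fragment binding to DSG3; some compounds called inactive have numbers as strong as hits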
Keap1 Nrf2 FP – disrupts human Keap1 binding to Nrf2 peptide; Q14145; Keap1 Kelch-Nrf2 peptide fluorescence polarization, 1536-well; inhibition, % at 9.4 µM; 0.15% of 340,000 active; AID 504523; in the data active = inhibition above about 12%; inconclusive = no clear call, values can overlap the other calls; inactive = below about 7.3%;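 also: human Keap1 Kelch domain with fluorescein labeled Nrf2 9mer peptide probe; 0% = neutral control wells and 100% = peptide positive control; higher means more block of Keap1 binding to Nrf2 peptide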
C-LANA FP – KSHV C-LANA DNA binding inhibition; MBP-C-LANA/FAM-LBS DNA binding, fluorescence polarization; inhibition, % at 9 µM; 0.078% of 340,000 active; AID 504423;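 active = highest replicate inhibition at or above 60% at 9 µM, even if other replicates fall short; inactive = all replicates below 60% inhibition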;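 also: 0% = neutral control wells and 100% = 4 µM acridine orange control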
V-ATPase pH – regulators of yeast V-ATPase proton transport | S. cerevisiae, pHLuorin cytosolic pH fluorescence | response, % at 10 µM | 0.37% of 350,000 active | AID 504577; in the data active = response mostly above about 7.3%, no sharp cut-off; inactive = mostly below about 5.4%; also: actives read high; inactives centre near 0; some compounds called inactive have numbers as strong as hits; reference of the scale not given here
Wnt act – activates Wnt/beta-catenin signaling in a reporter cell assay; activator, plate reader; activation, % at 9.35 µM; 1.2% of 300,000 active; AID 743398; in the data active = activation above about 30%, passing the limit was not always enough; inconclusive = no clear call, values can overlap the other calls;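 also: 0% = neutral control wells and 100% = positive control wells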
* = called active by the depositor; ? = inconclusive; nt = not tested or not shown.

Compound	MOR-DOR ag	cardiac RTF act	OPRM1-OPRD1 inv	Cardiac RTF inh	Arrestin-AP2 inh	DSG3 Ab inh	Keap1 Nrf2 FP	C-LANA FP	V-ATPase pH	Wnt act
CC(C(=O)OCC(=O)c1ccccc1)N1C(=O)c2ccccc2C1=O (centres undefined)	-3.4	5.7	15.5	-5.6	-17.9	nt	-3.9	-0.9	1.4	-2.1
O=C(CC1C(=O)NCCN1Cc1c(F)cccc1Cl)NCc1ccccc1 (centres undefined)	2.2	11.9	-12.4	-5.8	-1.5	102.7	-3.8	-0.6	-0.2	0.5
Cc1ccccc1NC(=S)NC(NC(=O)c1ccco1)C(Cl)(Cl)Cl (centres undefined)	-1.8	-6.5	9.7	-3.4	30.5	111.2	-6.3	-0.5	9.9	0.4
CCOC(=O)c1cccc(NC(=O)CN2CCN(c3ccc(OC)cc3)CC2)c1	-1.8	1.1	8.9	-0.7	12.8	100.3	2.5	-1.4	-5.9	2.6
CC(C)C(NC(=O)/C=C/c1cccc([N+](=O)[O-])c1)C(C)C	-1.1	3.4	5.8	5.9	39.1	98.0	-1.7	0.6	0.7	-0.7
Cc1nc2c3ccccc3nc(SCC(=O)c3ccc(Cl)cc3)n2n1	-0.7	-6.6	3.9	-2.6	18.4	115.4	-3.0	-1.0	-6.0	nt
Cc1ccc(CSCc2ccc(C(=O)NCCCN3CCOCC3)o2)cc1	-2.0	3.0	10.2	-6.8	-9.0	104.0	-2.7	0.5	6.5	-4.9
O=C(NCc1cccs1)C1CC(=O)N(Cc2ccccc2)C1 (centres undefined)	-0.9	3.7	4.0	-3.1	8.1	94.5	-2.9	-0.2	-1.5	-6.9
O=C(CCOc1ccccc1)Nc1ccnn1C1CCN(CCc2ccccc2)CC1	-0.8	-7.4	3.9	1.4	20.5	110.8	-0.1	0.8	-1.9	-1.8
O=C(Nc1ccn(CCCNCc2ccc3[nH]ccc3c2)c(=O)n1)OCc1ccccc1	-1.0	-7.7	4.8	-8.1	7.9	114.1	-1.0	-1.7	0.7	-3.0
COC(=O)c1ccc(N2CCN(CC(=O)c3ccc(C)cc3)CC2)c([N+](=O)[O-])c1	-2.3	0.2	12.8	3.2	14.5	102.4	0.5	-1.3	-1.5	2.3
COc1cccc(-n2c(SCc3c(C)noc3C)nnc2-c2cccc(S(=O)(=O)N(C)C)c2)c1	-2.4	3.2	13.4	-4.4	-7.8	100.2	-0.2	-0.4	-2.8	nt
Cc1cccc([C@H]2[C@@H]3C=CCC[C@@H]3C(=O)N2Cc2ccccc2)c1	6.8	6.7	-33.8	-11.1	-6.4	101.6	-3.6	1.8	-2.4	-1.7
CC(C)CCC(CCNCc1ccccn1)c1ccc(Cl)cc1 (centres undefined)	3.2	-4.6	-14.8	-0.6	-17.2	90.3	-2.4	0.4	-2.2	-1.2
Cc1cc(N2CCCCC2)nc(SCC(=O)c2ccccc2)n1	-1.1	3.2	5.9	-0.9	8.0	nt	-3.0	1.2	-5.3	?

Compound	MOR-DOR ag	cardiac RTF act	OPRM1-OPRD1 inv	Cardiac RTF inh	Arrestin-AP2 inh	DSG3 Ab inh	Keap1 Nrf2 FP	C-LANA FP	V-ATPase pH	Wnt act
CCCCN1C(=N)N([C@@H](CCC)CN2CCC[C@H]2CN2C(N)=NC[C@H]2CC(C)C)C[C@H]1Cc1ccccc1	-3.6	-9.4	17.1	3.1	27.6	114.6	-1.7	-0.4	1.5	0.1
CCOc1ccc(N2C(=O)/C(=C/c3cccs3)N(C)C2=S)cc1	3.5	10.2	-18.9	1.9	2.8	94.5	-9.2	0.9	0.7	nt
Oc1cccc(/C=N/c2c(-c3ccco3)nc3ccccn23)c1	7.4	5.7	-44.1	-3.1	37.8	94.0	1.6	1.6	-5.5	nt
O=C(CC(CC(=O)c1ccccc1)c1ccccc1)c1ccccc1	-1.3	1.4	6.3	-9.7	13.9	101.8	0.4	2.1	-0.2	0.3
CCOc1ccc(N2CC(NC(=O)c3cccc4ccccc34)CC2=O)cc1 (centres undefined)	-3.4	-9.4	16.4	11.1	-3.7	103.8	0.4	0.7	-2.2	-1.8
CCCC(=O)C1CCN(Cc2ccccc2)CC1	-1.9	-1.8	11.0	-16.9	1.9	104.2	0.2	1.8	-2.1	-0.8
NC(=O)NC(=O)C(c1ccccc1)N1CCN(S(=O)(=O)c2ccc(Br)s2)CC1 (centres undefined)	0.2	-4.6	-0.9	-6.1	-1.4	96.0	0.2	1.0	-1.6	-4.4
CN(CC1CCCO1)S(=O)(=O)c1ccc(C(=O)NCc2ccccc2)cc1 (centres undefined)	-0.3	2.6	2.5	-21.4	-1.2	92.0	-4.7	0.3	1.7	-3.7
S=C(NC1CCCCC1)N1CCOCCOCCN(C(=S)NC2CCCCC2)CCOCC1	nt	nt	nt	nt	-1.3	116.5	nt	nt	0.2	2.4
COc1ccccc1CNC(=O)C(=O)NCC1CCCO1 (centres undefined)	-0.6	5.3	3.4	-13.1	4.9	89.8	-0.9	1.7	0.6	nt
Clc1ccc(C2=NNC(=NCc3ccc4c(c3)OCO4)SC2)cc1	-1.1	-3.4	5.8	0.6	13.4	108.2	3.4	2.5	1.9	-1.7
COc1ccc(C(=O)CSC2=C(C#N)C3(CCCCC3)C(C#N)=C(N)N2)cc1	0.4	-5.0	-2.1	-3.8	-1.3	92.7	-6.0	1.3	-1.1	nt
Cc1ccc(-c2[nH]nc3c2C(c2ccsc2)C(C#N)=C(N)O3)cc1 (centres undefined)	-1.4	4.6	6.0	-0.5	12.6	103.2	-4.3	-1.5	-4.3	nt
COC(=O)CCCCCCCCC(=O)Nc1nc2ccccc2s1	-0.6	-5.0	3.8	14.1	0.5	nt	-5.2	0.9	2.4	-3.5
CCN(CCNC(=O)C1CCN(S(=O)(=O)c2c(C)noc2C)CC1)c1ccccc1	-3.6	5.1	17.0	-11.7	-0.8	111.7	-3.1	1.0	0.6	-11.3

Compound	MOR-DOR ag	cardiac RTF act	OPRM1-OPRD1 inv	Cardiac RTF inh	Arrestin-AP2 inh	DSG3 Ab inh	Keap1 Nrf2 FP	C-LANA FP	V-ATPase pH	Wnt act
CCCCCCCc1nn2c(=O)cc(O)nc2s1	-1.6	3.7	8.7	-3.5	0.8	133.4	-7.3	-2.1	-1.8	-2.1
O=c1c(C(c2ccc(Br)cc2)c2c(O)nc3n(c2=O)CCCS3)c(O)nc2n1CCCS2	-1.1	1.7	5.7	-6.0	16.5	98.8	-4.0	-0.3	4.5	-3.7
CC(C)[C@H](NS(=O)(=O)c1ccc2c(c1)OCCO2)C(=O)OCC(=O)Nc1ccccc1Cl	0.7	4.3	-3.4	-11.8	-3.3	84.3	4.0	0.1	-9.0	-1.7
COc1cc(/C=N/NC(=O)Cc2ccccc2)cc(OC)c1OC	-1.5	-6.4	7.3	-4.5	10.8	105.8	3.4	-2.6	-1.0	-0.9
Cc1sc(NC(=O)C2CCCO2)c(C#N)c1C (centres undefined)	0.6	3.3	-3.1	-4.1	0.2	97.5	-4.8	0.0	-7.8	4.7
CCN(CC)CCN(CC)Cc1ccccc1Br	-2.2	-1.0	12.0	-0.9	-2.6	100.9	-1.0	1.8	-1.5	-2.4
C=CCSc1nnc2c(n1)OC(c1ccco1)Nc1ccccc1-2 (centres undefined)	-0.4	4.4	2.2	-9.0	2.3	88.2	-4.1	0.1	-0.4	nt
COc1ccc(N2C(=O)CN=C2Nc2nc(C)cc(C)n2)cc1OC	0.7	-5.0	-4.1	-10.1	2.3	104.8	0.6	-0.9	nt	nt
Cc1ccc2c(c1)oc(=O)n2CC(=O)c1ccccc1	-2.1	0.4	10.2	-3.0	3.1	nt	-1.3	1.2	-1.3	-1.6
N#Cc1nc(COc2ccc(Cl)cc2Cl)oc1N1CCOCC1	0.2	5.7	-1.3	-2.4	1.2	100.6	-5.2	0.3	-2.6	nt
Cc1ccc(S(=O)(=O)N(Cc2ccccc2F)C(=O)N2CCN(C)CC2)cc1	-1.0	0.3	6.3	-7.4	-1.2	93.5	-0.2	-0.8	-1.4	-0.5
CCCCN1C2=C(C(=O)CCC2)C(c2ccc(Cl)c(Cl)c2)C2=C1c1ccccc1C2=O (centres undefined)	0.4	2.0	-2.6	11.3	11.1	nt	1.4	0.3	0.3	-2.2
O=C(NS(=O)(=O)Oc1ccc(F)c(Cl)c1)OC[C@@H]1CCCN2CCCCC12 (some centres undefined)	-1.3	5.0	6.8	-1.9	-21.0	97.6	2.6	-1.6	0.1	-0.3
Fc1cccc(Cc2noc(CN3CCC(c4ccncc4)CC3)n2)c1	-0.1	-4.6	0.6	-2.2	11.4	95.5	-0.9	-1.0	3.3	-5.9
COc1ccc(Nc2nc(-c3cccs3)cs2)c(OC)c1	0.9	-2.4	-4.4	-0.6	4.9	nt	-3.3	-0.3	4.7	nt

Compound	MOR-DOR ag	cardiac RTF act	OPRM1-OPRD1 inv	Cardiac RTF inh	Arrestin-AP2 inh	DSG3 Ab inh	Keap1 Nrf2 FP	C-LANA FP	V-ATPase pH	Wnt act
COc1ccc(C(=O)OC2CCCCC2CN(C)C)cc1 (centres undefined)	-2.8	1.6	13.3	-4.8	10.5	104.7	-5.8	-0.9	5.8	-4.1
Nn1c(=O)c2ccccc2n2c(SCc3ccccc3)nnc12	3.2	13.8	-18.2	-1.5	10.7	107.0	-3.3	4.6	-2.7	2.3
O=C(N/N=C/c1cccnc1)c1ccccc1OCc1ccc(Br)cc1	23.8*	3.7	-125.5	-1.4	-2.0	101.3	-8.2	-0.1	-0.4	0.4
CC(=O)C1CCC2C3CCC4=CC(=O)C=CC4(C)C3CCC12C (centres undefined)	0.3	-1.5	-1.3	4.4	11.6	99.7	-6.4	-0.4	2.1	-1.7
COc1cc(N=Cc2c(O)[nH]c3ccccc23)cc(OC)c1OC	1.9	-11.6	-10.9	-16.6	17.9	116.7	0.5	-0.4	-0.3	nt
CCNC(=O)COC(=O)c1sccc1C	-2.7	-3.4	12.5	-6.0	-10.0	nt	-7.1	-0.5	-1.6	-0.6
COc1ccc(-c2nnc(NC(=O)c3ccc(S(=O)(=O)N(C)CC4CCCO4)cc3)o2)c(OC)c1 (centres undefined)	-1.7	12.6	9.5	-1.3	-1.0	nt	2.3	-2.8	-3.6	-1.4
CC1=Nc2ccccc2/C1=C/c1sc(=O)n(CC(=O)N2CCCC2)c1O	2.4	6.8	-14.0	5.7	18.0	105.6	-1.9	2.3	5.4	-0.5
O=C(c1ccccc1)N(c1ccccc1)C1C=CS(=O)(=O)C1 (centres undefined)	-4.5	-3.1	19.0	-3.2	-0.4	102.3	-0.8	-0.6	1.2	-0.4
COc1ccc(NC(=O)c2cc(-c3ccc(OC)c(OC)c3)on2)cc1OC	0.6	-0.7	-3.4	-8.7	17.6	nt	-0.4	2.5	-55.3	nt
CC1CN(S(=O)(=O)c2cccc(C(F)(F)F)c2)CN1C(=O)N1CCOCC1 (centres undefined)	-4.3	-9.0	22.5	9.1	20.7	102.4	0.4	1.1	-1.2	-3.5
